M4 antag = antagonists of human muscarinic M4 receptor (CHRM4); P08173; AID 624125; 360,000 compounds, 0.73% hits; CHO-hM4 cells, ACh EC80, Fluo-8 calcium fluorescence; inhibition, % at 3 µM;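 active means inhibition above its plate's cutoff, the mean inhibition of sample wells plus 3 SD, cut at about 27% in these data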;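 further: 0% = acetylcholine EC80 with DMSO and 100% = DMSO without agonist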
M5 ag = agonists of human muscarinic M5 receptor (CHRM5). CHO-K1 hM5 cells, Fluo-8 calcium fluorescence; 0% DMSO wells, 100% maximal acetylcholine response. activation, % at 3 µM. 360,000 compounds, 0.19% hits;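 active means activation above the run's mean over test compounds plus 3 SD, cut at about 23% in these data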;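 further: signal is peak over basal fluorescence ratio across the kinetic read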
IDE cell inh = cellular human IDE inhibition; P14735; HEK cells, FAbetaB cleavage, fluorescence polarization; inhibition, % at 5.59 µM; 320,000 compounds, 0.41% hits;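 active means percent inhibition above the average of all tested compounds plus 3 SD, set per screening campaign, cut at about 16% in these data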;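 further: IDE supplied by intact live HEK cells; FP after avidin binding of uncleaved biotin substrate so inhibition keeps polarization high; 0% = DMSO wells and 100% = 60 µM reference IDE inhibitor Ii1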
Target sequence (P14735 whole entry, looked up): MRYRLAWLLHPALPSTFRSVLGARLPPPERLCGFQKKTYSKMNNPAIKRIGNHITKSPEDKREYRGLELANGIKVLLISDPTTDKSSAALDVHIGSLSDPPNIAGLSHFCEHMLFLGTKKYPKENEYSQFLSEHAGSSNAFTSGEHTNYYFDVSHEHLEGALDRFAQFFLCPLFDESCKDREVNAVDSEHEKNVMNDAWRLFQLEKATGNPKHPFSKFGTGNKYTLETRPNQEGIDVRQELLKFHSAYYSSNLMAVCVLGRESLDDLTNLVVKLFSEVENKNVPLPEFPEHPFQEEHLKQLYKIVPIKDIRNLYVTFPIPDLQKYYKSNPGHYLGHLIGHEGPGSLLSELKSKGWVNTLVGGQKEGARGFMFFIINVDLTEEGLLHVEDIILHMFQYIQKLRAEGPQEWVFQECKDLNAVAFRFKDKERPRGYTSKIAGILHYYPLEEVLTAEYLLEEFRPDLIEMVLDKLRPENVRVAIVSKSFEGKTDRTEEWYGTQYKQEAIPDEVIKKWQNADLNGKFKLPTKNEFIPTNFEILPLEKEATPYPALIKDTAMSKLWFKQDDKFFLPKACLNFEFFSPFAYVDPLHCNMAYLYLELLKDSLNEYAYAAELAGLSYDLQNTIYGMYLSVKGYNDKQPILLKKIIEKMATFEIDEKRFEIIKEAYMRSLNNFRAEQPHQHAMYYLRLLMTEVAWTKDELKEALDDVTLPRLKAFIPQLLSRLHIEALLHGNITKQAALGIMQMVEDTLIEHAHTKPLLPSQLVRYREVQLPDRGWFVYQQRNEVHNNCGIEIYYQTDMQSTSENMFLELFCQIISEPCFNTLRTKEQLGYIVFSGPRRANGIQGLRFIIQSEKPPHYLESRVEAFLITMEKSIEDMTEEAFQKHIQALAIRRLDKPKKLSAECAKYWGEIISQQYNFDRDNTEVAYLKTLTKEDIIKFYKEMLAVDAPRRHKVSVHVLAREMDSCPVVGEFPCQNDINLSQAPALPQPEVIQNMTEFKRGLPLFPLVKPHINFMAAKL
M4 ag = agonists of human muscarinic M4 receptor (CHRM4). P08173. activation, % at 3 µM. AID 624127. 360,000 compounds, 0.14% hits. CHO-K1 hM4/Gqi5, Fluo-8 calcium fluorescence; vehicle 0%, full acetylcholine response 100%;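 active means activation above the run mean over all test wells plus 3 SD, cut at about 32% in these data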;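 further: peak over basal fluorescence ratio per well then scaled between controls; 0% = DMSO wells and 100% = acetylcholine at EC100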
CRFR2-BP ag = agonists of human CRF-binding protein/CRF-R2 receptor complex | activation, % at 13.2 µM | 350,000 compounds, 0.46% hits | AID 588473 | HEK293 CRF-R2/CRF-BP, calcium dye fluorescence (FLIPR); percent of saturating CRF peptide response;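 active means activation of at least 50%, plus an integration ratio under a set limit after plate pattern correction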;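 further: plate controls were neutral control wells without compound for no effect and CRF at EC100 for full effect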
CRFR2-BP antag = blocks CRF-induced signaling of the CRF-BP/CRF-R2 complex | inhibition, % at 11.8 µM | 350,000 compounds, 0.59% hits | HEK293 CRF-R2/CRF-BP, CRF-induced calcium fluorescence | AID 588475;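 active means inhibition of the ligand-induced calcium signal above about 50% at the single tested concentration, limit read from the data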
M5 antag = antagonists of human muscarinic M5 receptor (CHRM5); P08912; CHO-hM5 cells, Fluo-8 calcium fluorescence, ACh EC80; inhibition, % at 3 µM; 360,000 compounds, 0.59% hits;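 active means inhibition above a per-plate cutoff, the mean of that plate's test compounds plus 3 SD, cut at about 27% in these data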;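 further: 0% = acetylcholine EC80 with DMSO and 100% = DMSO without agonist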
M4 PAM = CHRM4 positive allosteric modulation. P08173. 360,000 compounds, 0.4% hits. activation, % at 3 µM. CHO-K1 hM4/Gqi5, Fluo-8 calcium fluorescence, ACh EC20; 0% = ACh EC20, 100% = maximal ACh;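 active means activation above its plate's cutoff, the mean activation of sample wells plus 3 SD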; further: some results filed as inactive read as strong as hits
M5 PAM = CHRM5 positive allosteric modulation; CHO-K1 hM5, Fluo-8 calcium, ACh EC20 PAM; 0% = ACh EC20, 100% = ACh EC100; activation, % at 3 µM; 360,000 compounds, 0.3% hits; AID 624038;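 active means activation above the run cutoff, the mean activation of all test compounds plus 3 SD, cut at about 18% in these data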
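Assay system: CHO-K1 hM5 cells / Incubation: Fluo-8 loading 80 min at 37 °C plus 30 min room temperature / Technique: Fluo-8 calcium dye fluorescence, kinetic read / Repeats: single replicate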
* hit, by the source's call; nt = no result given. An unsorted share of the library; 2.9% or so of the library scored in one or more.

Below each SMILES – M4 antag	M5 ag	IDE cell inh	M4 ag	CRFR2-BP ag	CRFR2-BP antag	M5 antag	M4 PAM	M5 PAM
> CCOC(=O)C1CCCN(C(=O)c2ccc(CNS(=O)(=O)c3ccc(C)cc3)cc2)C1 (stereo unspecified)
    4	1	3	4	0.6	1	7	-11	1
> O=C1C=C(Nc2ccc(Cl)cc2)CC(c2ccco2)C1 (stereo unspecified)
    9	-3	2	0	-2.0	-3	8	1	-1
> CCO[C@@H]1OC(C(=O)NC2CC2)=C[C@H](c2c[nH]c3ccccc23)[C@H]1CCCO
    5	2	0	0	-1.9	-4	-7	7	13
> O=C(c1cc2c(s1)CCCC2)N1CCN(c2ccccc2)CC1
    14	-2	-5	1	0.8	-4	13	-16	-6
> COc1ccc(OC)c(C2C(C(C)=O)=C(O)C(=O)N2c2ccc(O)cc2)c1 (stereo unspecified)
    6	3	3	4	1.4	-10	5	-8	-8
> Cn1c(=O)c2cc(NC(=O)CC(C)(C)C)ccc2n1-c1ccccc1F
    5	0	nt	1	nt	nt	20	-4	-6
> CCOC(=O)C1CCCN(Cc2nc3ccc([N+](=O)[O-])cc3c(=O)n2-c2ccc(OC)cc2OC)C1 (stereo unspecified)
    10	29*	4	6	0.9	8	2	-24	-13
> Cc1cc(OCCn2cnc3ccccc3c2=O)ccc1[N+](=O)[O-]
    -3	-3	-4	1	-1.6	8	-2	0	1
> N#Cc1ccsc1NC(=O)c1ccccn1
    -4	-1	2	0	0.4	-38	2	0	-1
> CC(/C=N/NC(=O)c1cc(-c2ccncc2)nc2ccccc12)=C\c1ccco1
    0	4	-3	1	1.1	-16	-4	3	2
> CN1CCN(C(=O)CCn2c(=O)c3cccn3c3cccnc32)CC1
    -6	2	4	4	0.4	2	-14	2	3
> CC1(C)CC(=O)C=C(NC2CCCC(O)C2)C1 (stereo unspecified)
    -1	6	6	2	0.1	0	-6	14	15
> Cc1ccccc1-c1noc(-c2ccccc2F)n1
    0	1	6	-1	-1.1	-14	2	-3	1
> COc1ccc(C(OCC(O)CN2CCC(O)CC2)c2ccc(OC)cc2)cc1 (stereo unspecified)
    -4	-4	1	1	-0.2	-3	8	2	-2
> Cc1cc(C(=O)OCC(=O)Nc2c(F)cccc2F)c(C)n1-c1ccccc1
    1	3	-2	9	-2.0	45	5	-9	-8
> CCCc1cc(C(=O)NNC(=S)NCc2ccccc2)cs1
    -7	-2	2	2	-7.1	8	4	8	-3
> COC(=O)c1ccc(NC(=S)N2CCC(C(N)=O)CC2)cc1
    4	-8	1	0	0.7	9	-5	-2	-1
> O=C(NC1CCS(=O)(=O)C1)c1cccs1 (stereo unspecified)
    -2	-1	2	1	2.3	0	8	-5	0
> O=S(=O)(NN1CCOCC1)c1ccc(Br)cc1
    -3	-5	0	1	0.0	-10	-13	1	6
> COc1ccc(S(=O)(=O)NCC2(N3CCOCC3)CCCCC2)cc1OC
    -8	-1	nt	1	1.0	-3	3	2	3
> CSC(=Nc1ccccc1)Nc1ccccc1
    12	-2	5	0	-0.1	-7	1	-7	2
> O=C(CCc1nnc(CCCCc2ccccc2)o1)N1CCCC(O)C1 (stereo unspecified)
    -2	1	-3	0	2.5	1	2	-1	6
> O=C(c1cc(C(=O)N2CCOCC2)c2nc3ccccc3n2c1)c1cc(Cl)cc(Cl)c1O
    0	4	0	2	-2.1	2	8	-7	-5
> O=C(CN1CCN(c2ncccn2)CC1)N1CCc2ccccc21
    3	2	3	3	-1.2	-10	13	-4	-9
> CCN(CC)c1ccc(/C=N/Nc2ccc(C)cc2)c(O)c1
    0	-2	-7	0	5.6	23	4	0	-1
> O=C(Nc1ccccc1-c1nnn(CC(=O)N2CCCc3ccccc32)n1)c1ccc(Cl)cc1
    6	-7	0	0	2.8	-25	1	2	6
> Cc1ccc2nc(N/N=C/c3ccco3)cc(C)c2c1
    -9	-7	4	0	-1.0	-29	-5	-10	-3
> O=C(NCc1cccnc1)c1ccccc1NS(=O)(=O)c1ccc(F)cc1
    -5	-3	0	1	-0.3	8	12	-3	-4
> C=CCN1C(=O)C(CC(=O)O)SC1=Nc1c(C)n(C)n(-c2ccccc2)c1=O (stereo unspecified)
    -3	1	-5	0	0.6	-1	-10	10	2
> CC(C)c1ccc2[nH]c(O)c(N=NC(=O)c3cccc(S(=O)(=O)Nc4ccc(Cl)cc4)c3)c2c1
    3	1	1	1	-0.3	23	12	-2	-4
> O=C(COc1ccc(Br)cc1CNC1CCCCC1)NCCc1ccccc1
    -5	-7	0	16	-0.3	-23	0	-27	-1
> O=C1N(Cc2cccnc2)C[C@@H]2C[C@@H](c3cccc(OC4CCCC4)c3)N3CCC[C@@]123
    -8	-5	6	1	5.5	-16	-7	-3	-4
> Cn1c(=O)cc(SCC(=O)N2CCCC2)c2ccc(Cl)cc21
    -3	-11	-5	2	-0.7	-5	1	10	5
> O=C(Nc1ccc2c(c1)Cc1cc([N+](=O)[O-])ccc1-2)C(F)(F)F
    -11	1	nt	2	-0.5	0	7	6	-5
> COc1cc(S(=O)(=O)NCC2CCCO2)c(OC)cc1Cl (stereo unspecified)
    3	0	-8	1	0.1	16	-10	13	2
> O=C(Cn1cnc([N+](=O)[O-])c1)NCCc1ccccc1
    6	-7	1	2	-0.4	24	22	-7	-6
> Cc1ccc2[nH]c(C(=O)N3CCOCC3)cc2c1
    -13	3	3	0	-3.2	9	-16	1	12
> COc1cc(C2C(=O)N(C3CCCC3)CC(=O)N2Cc2ccco2)ccc1OC(C)C (stereo unspecified)
    -10	1	1	9	-0.6	4	0	-11	-11
> CN(C)c1ccc(N2C(=NC(=O)C3CCCO3)SC3CS(=O)(=O)CC32)cc1 (stereo unspecified)
    -3	-2	-1	2	2.9	-1	-1	5	7
> CCOc1ccc(C(=S)NC2CCCCC2)cc1OCC
    3	-4	4	-1	-0.4	1	15	-1	-1
> COc1ccc2c(c1)[nH]c1c(=O)n(/N=C/c3ccc(OC)c(COc4ccccn4)c3)cnc12
    -5	-1	5	0	0.2	1	-6	10	6
> COc1ccc(NC(=O)O/N=C/c2c(C)nn(C(C)(C)C)c2C)cc1
    -2	-2	7	0	-4.1	4	6	-3	4
> CCn1c(C)c(C(C)=O)c(N2CCN(c3ccc(OC)cc3)CC2)nc1=S
    1	-8	0	1	17	22	-6	-5	4
> N#Cc1cc2nc(O)c(O)nc2cc1[N+](=O)[O-]
    -3	2	4	0	1.6	-1	-8	4	-5
> Cc1ccc(S(=O)(=O)NC(=S)NC2CCCCC2)cc1
    -2	-1	2	0	1.3	2	6	2	3
> CCN(CC)S(=O)(=O)c1ccc(OC)c(NC(=O)OCc2ccccc2)c1
    9	-4	2	4	-0.1	2	13	-9	-5
> COCCN1C(=O)N[C@@H](CCc2ccccc2)[C@H](C(=O)OC)[C@H]1C
    -12	-3	3	1	0.3	-22	7	15	3
> CCOC(=O)c1c(CN2CCCCC2)oc2ccc(O)cc12
    -8	-10	-1	2	37	-3	-11	-1	-4
> CC(=O)Nc1c(C(=O)c2ccc(F)cc2)oc2ccccc12
    6	1	-6	0	-1.3	3	-7	14	0
> CCCNc1c(NS(=O)(=O)c2ccc3c(c2)CCCC3)c(=O)oc2ccccc12
    0	-3	1	2	1.1	3	14	4	-9
> Cc1oc2cc(O)ccc2c(=O)c1-c1nncn1-c1ccccc1
    -1	-2	5	1	8.8	-7	0	4	-4
> O=C(Nc1ccc(S(=O)(=O)Nc2nccs2)cc1)C1CCCCC1
    -1	3	2	0	-1.4	-14	1	1	-4
> Cc1noc(C)c1CSCC(=O)NC1=NCCS1
    24	-4	2	0	0.2	6	-2	-18	-1
> CN1CCN(c2nc3c(c(=O)[nH]c(=O)n3C)n2Cc2ccc(Cl)cc2)CC1
    -11	-9	nt	1	0.0	-21	15	-1	-2
> O=C(c1c(F)cccc1F)N1CCC(n2nnc3cc(C(F)(F)F)ccc32)CC1
    -1	7	1	3	0.2	-12	4	-4	-2
> CCc1c(O)nc(SCC(=O)N(CC)CC)[nH]c1=O
    -1	2	-3	0	-3.5	27	3	-2	9
> COc1ccc(/C(C)=N/N=C(N)N)c(OC)c1
    13	-9	-1	0	-1.3	5	-1	6	12
> CCCc1nc2ccccc2n1Cc1ccccc1OC
    0	-12	0	2	-0.7	5	4	-8	4
> CN(C)c1ccc(/C=N/NC(=O)c2cc(-c3ccc4c(c3)OCO4)n[nH]2)cc1
    -9	-1	2	2	0.0	-9	-1	-6	-5
> O=C(CN1C(=O)/C(=C\c2ccc(F)cc2)Oc2ccccc21)NCc1ccco1
    -3	-1	-5	0	-0.9	5	-1	-7	-7

Entries above with bromine (2):
Below each SMILES – M4 antag	M5 ag	IDE cell inh	M4 ag	CRFR2-BP ag	CRFR2-BP antag	M5 antag	M4 PAM	M5 PAM
> O=S(=O)(NN1CCOCC1)c1ccc(Br)cc1
    -3	-5	0	1	0.0	-10	-13	1	6
> O=C(COc1ccc(Br)cc1CNC1CCCCC1)NCCc1ccccc1
    -5	-7	0	16	-0.3	-23	0	-27	-1

Additional structures.
Below each SMILES – M4 antag	M5 ag	IDE cell inh	M4 ag	CRFR2-BP ag	CRFR2-BP antag	M5 antag	M4 PAM	M5 PAM
> COc1ccc(NC(=S)NC2CCCCC2)c(OC)c1
    3	-6	2	1	-6.2	5	4	7	5
> Cc1ccc(NC(=O)CN2C(=O)S/C(=C/c3ccc(-c4cc(C(=O)O)ccc4C)o3)C2=O)cc1C
    -4	3	2	0	18	-22	-9	5	14
> C[C@@]12C(=O)N(Cc3ccccc3)CC(=O)N1[C@H]1c3cc(Cl)ccc3OC[C@@H]1[C@@H]2c1ccccc1
    16	5	0	3	1.3	-16	4	-5	-3
> CCN(CC)C(=O)c1sc2nc(-c3cccs3)cc(-c3ccc(Cl)cc3)c2c1N
    6	-4	1	0	9.7	-11	1	-7	7
> Cn1c(=O)n(C)c2cc([N+](=O)[O-])c(N3CCN(S(=O)(=O)c4ccc(C(C)(C)C)cc4)CC3)cc21
    9	0	-2	1	-1.0	-10	5	-1	-2
> CN(C(=O)c1cccc(NC(=O)Cc2cccc(NC(=O)C3CCN(C(=O)C4CCC4)CC3)c2)c1)C1CC1
    -1	1	nt	0	-1.5	-11	0	4	-1
> FC(F)(F)Oc1ccccc1C(c1nnnn1C1CCCCC1)N1CCN(C/C=C/c2ccccc2)CC1 (stereo unspecified)
    -2	-5	nt	-2	nt	nt	-11	-10	-17
> CCn1c(C)c(C)c2cc(C(=O)N3CCc4ccccc4C3)ccc21
    0	-3	-5	3	-0.6	3	4	-3	4
> CCOC(=O)/C(=N\Nc1ccc(Cl)cc1)c1csc(Nc2ccccc2)n1
    1	0	-5	0	2.9	-26	2	1	1
> Cc1ccc(NC(=O)C(c2ccccc2)N2CCN(C(=O)c3ccco3)CC2)cc1Cl (stereo unspecified)
    -7	-3	2	3	-0.9	0	8	10	0
> COc1ccc(C(=O)NC(=O)CSc2nnc(-c3ccco3)n2-c2ccccc2)cc1
    -1	-1	3	1	2.8	-10	-3	4	3
> Cc1cc(=O)oc(C)c1C(=O)NCCCN1CCN(c2ccccc2F)CC1
    21	-6	2	0	-1.8	30	6	-16	-6
> COCCN1C(=NCCCOC(C)C)N[C@@H](c2ccccc2)C(C(=O)OC)=C1C
    -4	-4	-8	0	2.7	-4	-12	8	7
> Cc1cc(NC(=O)C(C)SCC(=O)OCc2ccc(Cl)cc2Cl)no1 (stereo unspecified)
    -18	-10	-1	2	-3.1	5	-12	-1	-3
